LYPLA2 counter = counter-screen for PME1 inhibitors: inhibitors of human LYPLA2; recombinant LYPLA2, FP-Rh probe fluorescence polarization; inhibition, % at 5.9 µM; O95372; 320,000 tested, 0.38% active; AID 2177;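 active means inhibition above the screen-wide mean plus 3 SD, limit set per campaign, cut at about 26% in these data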;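 further: 0% = LYPLA2 with DMSO and 100% = wells lacking LYPLA2 enzyme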
Target sequence (O95372 whole entry, looked up): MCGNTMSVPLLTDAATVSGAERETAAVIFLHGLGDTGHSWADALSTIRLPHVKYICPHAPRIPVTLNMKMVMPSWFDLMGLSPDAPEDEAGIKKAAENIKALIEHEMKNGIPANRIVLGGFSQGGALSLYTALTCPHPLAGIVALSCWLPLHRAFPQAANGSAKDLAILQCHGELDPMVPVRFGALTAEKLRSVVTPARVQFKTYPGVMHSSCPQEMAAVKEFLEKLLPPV
PREPL inh = inhibits the human prolyl oligopeptidase-like enzyme. Q4J6C6. recombinant PREPL, fluorescence polarization activity-based probe. inhibition, % at 5.96 µM. 320,000 tested, 0.68% active. AID 2751; in the data active means inhibition above about 43%;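 further: 0% = enzyme with DMSO and 100% = wells lacking enzyme; many of its hits are not listed in these tables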
PAFAH1B3 inh = blocks human PAF acetylhydrolase 1B catalytic subunit 3 | Q15102 | recombinant PAFAH1B3, FP-rhodamine probe, fluorescence polarization | inhibition, % at 3.39 µM | 340,000 tested, 0.28% active;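 active means inhibition above the screen-wide average of all tested compounds plus 3 SD, cut at about 25% in these data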;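 further: 0% = enzyme with DMSO only and 100% = wells lacking PAFAH1B3 protein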
Target sequence (Q15102 whole entry, looked up): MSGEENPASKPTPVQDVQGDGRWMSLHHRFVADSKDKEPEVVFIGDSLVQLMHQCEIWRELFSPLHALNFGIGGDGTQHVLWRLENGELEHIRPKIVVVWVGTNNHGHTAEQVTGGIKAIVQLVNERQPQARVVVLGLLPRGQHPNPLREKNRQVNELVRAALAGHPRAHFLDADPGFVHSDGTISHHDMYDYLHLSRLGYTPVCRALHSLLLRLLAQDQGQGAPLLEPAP
PAFAH2 FP inh = PAFAH2 (human) inhibition. inhibition, % at 3.39 µM. 340,000 tested, 0.99% active. Q99487. recombinant PAFAH2, FP-rhodamine activity probe, fluorescence polarization;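 active means inhibition above the mean over all tested compounds plus 3 SD, cut at about 30% in these data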;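 further: inhibitors block probe labeling of enzyme so polarization drops; 0% = enzyme with DMSO and 100% = wells lacking PAFAH2 protein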
ZTA DNA inh = blocks Epstein-Barr virus ZTA, an EBNA-1 counter-screen; ZTA-DNA binding, fluorescence polarization; 320,000 tested, 0.15% active; inhibition, % at 11 µM; AID 2234; P03206; in the data active means inhibition above about 33%
Target sequence (P03206 whole entry, looked up): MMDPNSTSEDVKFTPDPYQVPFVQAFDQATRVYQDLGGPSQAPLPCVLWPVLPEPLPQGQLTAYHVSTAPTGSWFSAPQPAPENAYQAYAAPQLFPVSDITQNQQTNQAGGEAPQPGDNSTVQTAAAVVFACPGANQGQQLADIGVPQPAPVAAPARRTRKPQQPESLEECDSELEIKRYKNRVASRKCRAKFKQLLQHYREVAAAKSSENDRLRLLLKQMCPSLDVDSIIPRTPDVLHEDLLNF
LYPLA1 inh = blocks human lysophospholipase 1, a PME1 counter-screen. 320,000 tested, 0.16% active. O75608. recombinant LYPLA1, FP-Rh probe fluorescence polarization. inhibition, % at 5.9 µM. AID 2174;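 active means inhibition above the mean of all tested compounds plus 3 SD, set per campaign, cut at about 14% in these data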;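 further: inhibitors block serine hydrolase probe labeling of LYPLA1 so polarization falls; 0% = enzyme with DMSO and 100% = wells lacking LYPLA1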
PAFAH1B2 FP inh = blocks human PAF acetylhydrolase 1b catalytic subunit 2; P68402; recombinant PAFAH1B2, FP-rhodamine activity probe, fluorescence polarization; inhibition, % at 3.39 µM; 340,000 tested, 1.2% active; AID 492953;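 active means inhibition above the mean of all tested compounds plus 3 SD, cut at about 24% in these data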;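 further: 0% = enzyme with DMSO and 100% = wells lacking PAFAH1B2; many of its hits are not listed in these tables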
Target sequence (P68402 whole entry, looked up): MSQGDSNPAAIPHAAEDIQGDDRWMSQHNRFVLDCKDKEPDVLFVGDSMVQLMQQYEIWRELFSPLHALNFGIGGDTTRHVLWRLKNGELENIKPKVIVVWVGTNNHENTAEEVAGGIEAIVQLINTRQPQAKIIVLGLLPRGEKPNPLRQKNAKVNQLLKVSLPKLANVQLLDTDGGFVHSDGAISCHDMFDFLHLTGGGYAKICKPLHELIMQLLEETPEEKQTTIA
EBNA-1 inh = blocks EBNA-1 binding to DNA; EBNA-1 DNA binding, fluorescence polarization; inhibition, % at 14.8 µM; 300,000 tested, 0.34% active; AID 1950; in the data active means inhibition above about 28%
pPAFAH FP inh = pPAFAH (human) enzyme inhibition | recombinant pPAFAH, FP-rhodamine probe fluorescence polarization | 330,000 tested, 1.5% active | AID 463082 | inhibition, % at 3.39 µM | Q13093;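 active means inhibition above the mean inhibition across the screen plus 3 SD, cut at about 25% in these data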;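 further: inhibitors block binding of the rhodamine activity-based probe so polarization drops; 0% = enzyme with DMSO and 100% = wells lacking pPAFAH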
An asterisk follows results filed as active; / = no result given. These rows are one share of the data (hit frequency here may not be typical).

SMILES	LYPLA2 counter	PREPL inh	PAFAH1B3 inh	PAFAH2 FP inh	ZTA DNA inh	LYPLA1 inh	PAFAH1B2 FP inh	EBNA-1 inh	pPAFAH FP inh
Cc1cc(C)cc(OCC(=O)OCc2nnc(-c3ccccc3)o2)c1	5	-5	4	6	-1	1	-2	-10	12
Cc1ccc(C2Nc3ccccc3C(=O)N2CCN2CCNC2=O)cc1 (centres undefined)	0	23	5	0	-2	1	-1	-16	-10
CC1(C)O[C@@H]2C[C@H]3[C@@H]4C[C@H](F)C5=CC(=O)C=C[C@]5(C)[C@H]4[C@@H](O)C[C@]3(C)[C@]2(C(=O)CO)O1	-3	-4	16	-1	-4	0	3	2	0
Cc1ccc(C(=O)OCC(=O)N(C)c2ccccc2)c(C)c1	-2	4	-10	0	-13	-5	3	-6	2
N#C/C(=C(/O)COC(=O)CCc1ccc(S(=O)(=O)N2CCOCC2)cc1)c1nc2ccccc2[nH]1	0	33	2	-5	-3	1	6	-9	15
CCN1CCN(C(=O)c2ccc(N3CC4CC(C3)c3cccc(=O)n3C4)c([N+](=O)[O-])c2)CC1 (centres undefined)	7	-4	8	7	-27	-1	1	-7	8
O=C(Nc1ccc(S(=O)(=O)NC2=NCCCCC2)cc1)c1cccs1	/	18	10	-1	/	/	0	/	-1
COc1ccc(C)cc1Nc1n[n+](-c2ccccc2)c(-c2ccc(OC)c(OC)c2OC)s1	-2	53*	11	6	-7	3	-1	3	10
COCCNC(C)C(=O)Nc1ccc(Br)cc1 (centres undefined)	-5	4	-2	8	-2	-3	1	-10	-1
CSc1ccc(CCNC(=O)CS(=O)(=O)Cc2nc(-c3ccccc3F)oc2C)cc1	0	-11	8	8	2	0	5	6	5
COc1ccc(S(=O)(=O)N2CCCC(C(=O)N3CCN(C)CC3)C2)cc1Cl (centres undefined)	0	10	1	-2	-1	5	-1	-5	-1
CCOc1ccc(NC(=O)NC2CC(=O)N(c3ccc(OC)cc3)C2)cc1 (centres undefined)	9	16	3	3	-6	4	1	-14	5
COC(=O)C1(CC2CC(c3cccc(Br)c3)=NO2)CCN(C(=O)OC(C)(C)C)CC1 (centres undefined)	5	-5	5	-2	-27	24*	1	9	2
COc1ccc(-c2ccc(OC)c([C@H]3[C@H]4C=CC[C@@H](C)[C@@H]4C(=O)N3Cc3ccccc3)c2)cc1OC	5	12	0	-8	9	1	-2	9	-1
OCCn1nc(-c2ccccc2)cc1-c1ccccc1	3	17	-6	1	-4	3	0	-5	6
Cc1ccc(C(=O)C2=C(O)C(=O)N(Cc3ccccc3)C2c2cccnc2)o1 (centres undefined)	1	0	4	-3	2	0	2	4	-2
C/C(=N/NC(=O)c1ccc(C)s1)c1cccc(NC(=O)COc2ccc(Cl)cc2C)c1	-1	6	-1	-5	9	0	-2	3	2
Cc1ccc(-c2nn(C)c(=O)c3ccccc23)cc1CNC(=O)CSc1nc2ccccc2o1	8	-10	8	2	-4	1	0	0	7
Cc1cc(C(=O)O)ccc1-n1c(C)ccc1C	-3	5	/	/	55*	1	/	23	50*
COc1ccc(CN(Cc2nc3ccccc3c(=O)[nH]2)C(=O)c2ccco2)cc1	2	-7	4	-4	-21	10	2	-4	-3
CCN(CC)CCOC(=O)c1ccc2c(c1)OCCO2	-3	-8	14	-1	15	-1	5	6	5
CNC(=O)c1sc(=S)n(-c2ccc(OC)cc2)c1N	5	2	12	-3	-15	0	0	11	3
C[C@@H]1CC[C@]2(C(=O)O[C@@H]3O[C@H](CO)[C@@H](O)[C@H](O)[C@H]3O)CC[C@]3(C)C(=CCC4[C@@]5(C)C[C@@H](O)[C@H](O)[C@@](C)(C(=O)O[C@@H]6[C@H](O)C[C@@]7(C)C(CC[C@]8(C)C7CC=C7[C@H]9[C@](C(=O)O[C@@H]%10O[C@H](CO)[C@@H](O)[C@H](O)[C@H]%10O)(CC[C@@H](C)[C@@]9(C)O)CC[C@]78C)[C@@]6(CO)C(=O)O)C5CC[C@]43C)[C@@H]2[C@]1(C)O (some centres undefined)	/	4	1	0	/	/	0	/	-9
CCOc1cc(/C=C2\SC(=S)N(Nc3ccccc3)C2=O)ccc1O	-150	-106	-72	-109	0	-73	-49	-12	-46
CCCCCCc1ccc(OCC(=O)OC)cc1OCC(=O)OC	2	1	-2	-1	6	2	8	6	11

Later entries:
SMILES	LYPLA2 counter	PREPL inh	PAFAH1B3 inh	PAFAH2 FP inh	ZTA DNA inh	LYPLA1 inh	PAFAH1B2 FP inh	EBNA-1 inh	pPAFAH FP inh
O=C(Cc1ccc(-n2c(=O)c3ccccc3n(Cc3ccccc3Cl)c2=O)cc1)NCC1CCCO1 (centres undefined)	4	-3	-3	-1	-2	-5	1	4	-2
O=C(CSc1n[nH]c(-c2ccccc2Cl)n1)NC1CCCCC1	6	8	9	1	14	-2	2	-13	-6
COc1ccc(/C=N/NC(=O)CNC(=O)c2cccs2)cc1	-2	13	0	0	8	-1	-4	1	-4
CCOC(=O)C1CCCN(C(=O)CCCn2c(=O)c3cccn3c3cccnc32)C1 (centres undefined)	4	-4	3	-1	10	-2	4	2	2
Cc1cc(NC(=O)c2cc(-c3cccc(Cl)c3)on2)no1	1	8	0	-4	4	0	6	8	1
COc1ccc(Cl)cc1NC(=O)CN(C)C(=O)c1ccc(-n2nc(C)cc2C)cc1	-5	14	-7	2	14	0	-5	/	1
CSc1ncccc1C(=O)Nc1nnc(C2CC2)s1	3	-5	12	5	2	-2	-1	2	1
Cc1cc(C(=O)NN=C2CC(=O)CC(C)(C)C2)c(C)o1	/	17	0	-5	/	/	7	/	0
CCCC(C(=O)NC(C)(C)C)N(Cc1ccccc1Cl)C(=O)c1snc(C(N)=O)c1N (centres undefined)	-2	9	11	-12	-12	0	6	-5	2
FC(F)(F)c1nc2ccccc2n1CCNc1nc(CN2CCCCC2)cs1	-7	9	9	5	5	0	-2	8	-5
O=C(CN1CCOCC1)Nc1ccc([N+](=O)[O-])cc1	3	3	3	8	-17	0	0	1	1
Cc1ccc2c3c1C(=O)C(=O)N3C(C)(C)CC2C (centres undefined)	4	28	6	0	-6	-1	3	4	0
COC(=O)N1CCN(c2ccc(C)c(C)c2)CC1	-1	3	/	/	13	0	/	5	0
COc1cc2[nH]c(=O)n(CCCCCC(=O)NCCCN3CCOCC3)c(=O)c2cc1OC	5	-10	-3	7	-6	2	3	5	1
CCOc1cc(/C=N/NC(=O)CCc2n[nH]c(=O)[nH]c2=O)ccc1O	-3	2	0	-2	-20	-4	-4	-3	1
CCOc1ccc(C=Nc2cccc3ncccc23)cc1	3	0	3	-1	6	1	2	2	8
Cc1cc(NC(=O)CSc2ccc3nnc(-c4cccc(F)c4)n3n2)no1	4	-9	-6	7	-11	1	0	4	-2
Cc1nc2ccc(C(=O)N3CCSCC3)cc2s1	8	-4	9	-11	-21	-5	1	-4	-2
COc1ccc(OC)c(CC(=O)Nc2ccc3c(c2)CCC3)c1	-1	-4	2	13	-6	-1	9	-14	17
O=C(NCc1ccco1)c1cc(-c2ccco2)on1	9	11	0	2	6	1	1	2	-1
O=C(NCCC(=O)N1CCCCC1)c1ccccc1Cl	8	5	-1	1	12	4	1	-4	5
O=C1c2ccccc2-c2c1cccc2C(=O)N(CCO)CCO	-8	-8	2	5	3	-3	-2	2	2
O=C(COC(=O)CNC(=O)C1CCCCC1)Nc1ccc(Cl)cn1	-2	17	6	2	3	0	10	-7	5
COc1ccc(S(=O)(=O)NCCN2CCOCC2)cc1Br	-5	-9	8	-6	-2	-1	-7	-1	0
O=C(CN1CCCCCC1)N1c2ccccc2Sc2ccc(C(F)(F)F)cc21	-2	-6	4	2	3	-2	-3	8	4

Shown as a hit in pPAFAH FP inh, of those listed so far:
Structure,PREPL inh,PAFAH1B3 inh,PAFAH2 FP inh,PAFAH1B2 FP inh,EBNA-1 inh,pPAFAH FP inh
Cc1cc(C(=O)O)ccc1-n1c(C)ccc1C,5,/,/,/,23,50*

Another view of part of the listing above.
Structure,LYPLA2 counter,PREPL inh,PAFAH1B3 inh,PAFAH2 FP inh,ZTA DNA inh,LYPLA1 inh,PAFAH1B2 FP inh,EBNA-1 inh,pPAFAH FP inh
COc1ccc(/C=N/NC(=O)CNC(=O)c2cccs2)cc1,-2,13,0,0,8,-1,-4,1,-4
CCOC(=O)C1CCCN(C(=O)CCCn2c(=O)c3cccn3c3cccnc32)C1 (centres undefined),4,-4,3,-1,10,-2,4,2,2
Cc1cc(NC(=O)c2cc(-c3cccc(Cl)c3)on2)no1,1,8,0,-4,4,0,6,8,1
COc1ccc(Cl)cc1NC(=O)CN(C)C(=O)c1ccc(-n2nc(C)cc2C)cc1,-5,14,-7,2,14,0,-5,/,1
CSc1ncccc1C(=O)Nc1nnc(C2CC2)s1,3,-5,12,5,2,-2,-1,2,1
Cc1cc(C(=O)NN=C2CC(=O)CC(C)(C)C2)c(C)o1,/,17,0,-5,/,/,7,/,0
CCCC(C(=O)NC(C)(C)C)N(Cc1ccccc1Cl)C(=O)c1snc(C(N)=O)c1N (centres undefined),-2,9,11,-12,-12,0,6,-5,2

Next records:
SMILES	LYPLA2 counter	PREPL inh	PAFAH1B3 inh	PAFAH2 FP inh	ZTA DNA inh	LYPLA1 inh	PAFAH1B2 FP inh	EBNA-1 inh	pPAFAH FP inh
CCC(=O)Oc1ccc2ccccc2c1CNC(=O)c1ccccc1	0	-4	4	24	-12	-2	2	-3	4
O=C(c1ccc2c(c1)N(Cc1ccccc1)CCS2)N1CCCCC1	6	31	5	7	1	2	12	-1	6
O=C(COc1ncnc2ccccc12)N1CCOCC1	-6	0	2	-4	6	0	0	2	2
CC(C)n1c(NCc2ccc(Cl)cc2)nc2ccccc21	-1	18	0	6	-17	-3	5	-6	0
O=c1c2cc(N3CCOCC3)ccc2[nH]c(=S)n1Cc1ccccc1Cl	0	-5	10	5	19	2	1	10	5
COc1ccc(NC(=O)CN(C)C(=O)c2ccccc2Sc2ncnc3sc(C)c(C)c23)cc1	5	12	3	6	-24	3	11	-19	5
O=Nc1c(O)c2ccccc2c2ccccc12	1	20	94*	12	-6	0	11	-3	15
Cn1nnnc1SCC(=O)NCCc1ccc(Cl)cc1	-3	-12	7	3	11	-3	13	-4	5
Clc1ccc(C2=NCCn3nc4ccccc4c32)cc1	-1	2	11	10	-4	0	2	5	7
COc1ccc2sc(-c3ccccc3OC)c(C#Cc3cncn3C)c2c1	/	14	2	7	/	/	2	/	9
Cc1ccc(NN=C2C(=O)OC(C)(C)OC2=O)c(C)c1	3	-1	1	-9	8	-1	6	5	5
